High-throughput results (PubChem BioAssay)
GASC-1 inh: inhibitors of GASC-1 histone demethylase, primary screen, biochemical, fluorescence, DELFIA europium; inhibition, % at 2.35 µM; AID 2099, 2009; GST-JMJD2C(1-420) H3K9me3 demethylation; 0.069% of 330,000 active;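 active = more than half of a compound's replicate wells show inhibition beyond 50%, single wells judged on their own value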;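 note: signal counts dimethyl H3K9 product captured on neutravidin plate; 0% = median of DMSO wells and 100% = 0.3 times that DMSO median; strong numbers were not always called active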
Target sequence (Q9H3R0 1-420 limits assumed): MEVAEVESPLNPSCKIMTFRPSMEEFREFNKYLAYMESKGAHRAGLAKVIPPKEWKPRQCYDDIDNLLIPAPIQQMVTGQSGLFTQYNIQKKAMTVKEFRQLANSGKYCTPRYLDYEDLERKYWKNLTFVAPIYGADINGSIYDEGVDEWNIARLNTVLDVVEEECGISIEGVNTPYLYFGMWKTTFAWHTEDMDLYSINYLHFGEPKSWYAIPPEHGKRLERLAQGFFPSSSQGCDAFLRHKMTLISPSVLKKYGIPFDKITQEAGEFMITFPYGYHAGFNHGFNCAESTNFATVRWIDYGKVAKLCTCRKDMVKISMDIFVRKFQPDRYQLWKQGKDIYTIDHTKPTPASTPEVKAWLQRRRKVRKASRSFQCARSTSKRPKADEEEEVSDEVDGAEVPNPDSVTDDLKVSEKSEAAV
TPT1 inhibitor: Candida albicans TPT1 enzyme inhibitors, primary screen, biochemical, fluorescence polarization; tRNA 2'-phosphotransferase TPT1 (Candida albicans SC5314); recombinant caTPT1, FP RNA substrate dephosphorylation; inhibition, % at 5 µM; 0.81% of 300,000 active; AID 1962, 2009;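 active = inhibition above the mean of all tested compounds plus 3 SD, set per screening campaign, cut at about 24% in these data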;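 note: plate controls were DMSO alone for no effect and ferristatin control at 100 nM for full effect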
HCV core dimer: inhibitors of HCV core protein dimerization, primary screen, biochemical, TR-FRET, high-throughput; TR-FRET GST/Flag-core106 dimerization, 1536-well; inhibition, % at 5 µM; 0.33% of 300,000 active; AID 1899, 2009;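 active = inhibition above the mean of all tested compounds plus 3 SD, set per screening campaign, cut at about 45% in these data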
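Assay system: GST-tagged and Flag-tagged HCV core protein residues 1-106 / Times: compound-protein-antibody incubation 4 h at 22.5 °C / Signal: time-resolved FRET, ex 340 nm, em 617 and 671 nm / Evaluation: % inhibition based on acceptor/donor emission ratio / Benchmarks: wells lacking GST-core106 and wells with excess unlabelled core106 / Repeats: singlicate, one well per compound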
PP5 primary: PP5 phosphatase inhibitors, primary screen, biochemical, fluorescence | Serine/threonine-protein phosphatase 5 (Homo sapiens), P53041 | purified PP5c, OMFP substrate fluorescence | inhibition, % at 6.7 µM | 0.18% of 320,000 active;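 active = inhibition above the campaign's mean inhibition across all tested compounds plus 3 SD, cut at about 9.5% in these data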;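 note: 0% = DMSO only and 100% = 100 µM cantharidin control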
Target sequence (P53041 whole entry, looked up): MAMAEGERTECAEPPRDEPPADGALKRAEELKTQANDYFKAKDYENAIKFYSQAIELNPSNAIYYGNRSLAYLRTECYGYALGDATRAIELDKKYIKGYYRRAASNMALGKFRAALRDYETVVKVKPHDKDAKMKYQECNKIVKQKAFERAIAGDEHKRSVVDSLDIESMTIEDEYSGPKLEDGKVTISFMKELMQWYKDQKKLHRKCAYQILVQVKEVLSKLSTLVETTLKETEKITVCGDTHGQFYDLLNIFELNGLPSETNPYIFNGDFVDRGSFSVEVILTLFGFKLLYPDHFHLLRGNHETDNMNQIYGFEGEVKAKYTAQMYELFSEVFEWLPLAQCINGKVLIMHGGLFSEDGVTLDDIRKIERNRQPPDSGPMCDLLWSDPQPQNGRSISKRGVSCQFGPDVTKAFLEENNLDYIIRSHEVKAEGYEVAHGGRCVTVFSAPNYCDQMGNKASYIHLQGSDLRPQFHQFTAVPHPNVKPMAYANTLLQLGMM
PP1 inh: PP1-alpha phosphatase inhibitors, primary screen, counter-screen for PP5 inhibitor project, biochemical, fluorescence, OMFP substrate, single point | 0.9% of 320,000 active | inhibition, % at 6.7 µM | Serine/threonine-protein phosphatase PP1-alpha catalytic subunit (Homo sapiens), P62136 | purified PP1alpha;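 active = inhibition above the mean inhibition of all tested compounds plus 3 SD, computed separately for each screening campaign, cut at about 15% in these data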
EBNA-1 inhibitor: EBNA-1 DNA-binding inhibitors, primary screen, biochemical, fluorescence polarization | inhibition, % at 14.8 µM | 0.34% of 300,000 active | AID 1950, 2009; in the data active = inhibition above about 28%
CTSL1 counter: Fasciola hepatica cathepsin L1 inhibitors, primary screen, counter-screen for PFM18AAP inhibitor project, biochemical, QFRET, fluorogenic peptide substrate. recombinant F. hepatica cathepsin L1, Z-Leu-Arg-MCA fluorescence. inhibition, % at 5.96 µM. 0.49% of 300,000 active;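 active = inhibition above the mean of all tested compounds plus 3 SD, set per screening campaign, cut at about 17% in these data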;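 note: 0% = plate median of test compound wells and 100% = 1 µM Z-Phe-Ala-diazomethylketone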
ZTA counter: blocks Epstein-Barr virus ZTA, an EBNA-1 counter-screen | ZTA-DNA binding, fluorescence polarization | inhibition, % at 11 µM | 0.15% of 320,000 active; in the data active = inhibition above about 33%
Yeast superoxide: reduction of superoxide in aged yeast, primary screen, HTS; superoxide response (% of plate mean), % at 10 µM; 0.18% of 330,000 active; S. cerevisiae aged cells, superoxide DHE fluorescence; hits give low values;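 active = superoxide response under a set limit, about three screen SD below normal, cut at about 65% in these data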;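 note: yeast aged for seven days with compound at 30 °C before DHE staining; 100% = average MFI of all compound-treated wells on the plate with controls excluded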
Starred values were filed as active, the others as inactive; nt = no result given.

SMILES | GASC-1 inh | TPT1 inhibitor | HCV core dimer | PP5 primary | PP1 inh | EBNA-1 inhibitor | CTSL1 counter | ZTA counter | Yeast superoxide
CC1(C)CC2(CCO1)OC(=O)CC2C(=O)Nc1ccc(Cl)cc1[N+](=O)[O-] (centres undefined) | -2.5 | -4.7 | -3.7 | 1.9 | 1.0 | -1.6 | -3.5 | -21.5 | 116.2
O=C(COC(=O)c1ccccc1Cl)Nc1cccnc1Cl | nt | nt | nt | 2.4 | 8.0 | nt | nt | -20.9 | 107.2
C/C(=C\C(=O)c1ccncc1)Nc1ccccc1O | 2.1 | -3.7 | -1.8 | -0.9 | 0.2 | -3.8 | 1.7 | -16.8 | 93.0
O=C(COC(=O)c1ccc(S(=O)(=O)N2CCCCCC2)cc1)NCc1ccc(Cl)cc1 | 8.1 | nt | nt | -1.0 | -1.4 | nt | nt | 8.6 | 100.9
CC1CCCN(CCCNC(=O)c2coc3nc4ccccc4nc23)C1 (centres undefined) | -4.9 | 2.4 | -10.9 | 4.6 | -0.7 | -4.3 | 6.6 | 6.4 | 91.7
Cc1ccc(NC(=O)CCNC(=O)c2ccco2)cc1 | 0.3 | 1.3 | -2.1 | 0.9 | -2.1 | 11.8 | -1.1 | -17.3 | 95.8
CC1=CC(C)(C)N(C(=O)CSc2nnc(-c3ccc(C)cc3)o2)c2ccc(C)cc21 | -86.2 | -2.7 | 19.8 | 3.9 | 1.2 | -3.2 | -1.6 | -10.2 | 118.0
COC(=O)c1ccc(OCC(=O)c2cccc(OC)c2)cc1 | 8.8 | 1.9 | 0.1 | 3.0 | 0.6 | 1.3 | 0.8 | 2.2 | 110.3
COCCNC(=O)c1cc2c(-c3ccccc3F)nn(C)c2s1 | 14.2 | 4.3 | 1.8 | 0.8 | -2.2 | -4.5 | -1.4 | 10.9 | 96.0
Cc1cccc(/C=N/NC(=O)C(C)Nc2cccc3ccccc23)n1 (centres undefined) | -2.7 | -3.7 | -2.3 | -0.2 | -1.3 | -1.0 | 0.0 | -6.3 | 117.7
CC(=O)Nc1ccc(OCc2nnc(-c3ccccc3)o2)cc1 | -0.3 | -2.4 | 4.8 | 3.6 | -1.4 | 11.0 | -0.3 | 0.5 | 86.0
Cn1c(=O)c2c(=O)cc(N)[nH]c2n(C)c1=O | -1.6 | -9.5 | -1.2 | -1.9 | -2.4 | -0.6 | -0.8 | -6.8 | 99.8
CCc1cc(CNC(=O)CC2C(=O)NCCN2Cc2cccc(OC)c2)on1 (centres undefined) | -23.7 | -6.6 | -8.1 | -3.9 | -4.2 | 4.5 | 3.3 | -20.7 | 109.8
Cc1c(C(=O)N/N=C/c2ccccc2)[nH]c2ccc(Cl)cc12 | 0.3 | 2.7 | 6.6 | 2.1 | 5.3 | 7.0 | 5.3 | -10.1 | 99.5
COc1ccc(OCC(=O)N2CCCC2=O)c([N+](=O)[O-])c1 | 8.0 | 0.7 | -2.1 | 3.1 | -0.3 | -16.9 | -1.6 | -22.6 | 105.6
CC1(C)CC2(CCO1)OC(=O)CC2C(=O)NCc1ccccc1 (centres undefined) | 10.6 | 2.0 | -3.6 | 1.1 | -1.7 | 5.3 | 1.3 | 3.5 | 94.8
O=C(Cn1cnc2c(oc3ccccc32)c1=O)c1ccccc1 | 6.1 | 0.3 | -5.2 | 0.4 | 2.6 | -4.5 | 1.4 | -7.9 | 93.0
O=C(CSc1nnc(Cc2cccs2)n1CCc1ccccc1)N1CCCc2ccccc21 | -1.5 | -0.4 | 7.3 | 3.2 | -3.3 | -13.8 | -5.7 | -8.5 | 105.7
COc1cccc(NC(=O)CSc2nc3ccccc3nc2N2CCOCC2)c1 | 3.8 | 6.3 | 2.3 | 1.0 | 0.6 | -5.3 | 0.1 | -2.2 | 103.8
CCOC(=O)c1ccc(NC(=O)CCS(=O)(=O)Cc2ccccc2)cc1 | 2.6 | -0.7 | -23.4 | -0.2 | -9.1 | 4.1 | 3.6 | -8.8 | 104.6
O=C(O)CCCC(=O)N1CCOCCOCCOCCOCC1 | -1.2 | -1.0 | 11.8 | -0.6 | -2.7 | 10.8 | -2.8 | 4.6 | 88.9
O=C(Cn1c(=O)n(-c2ccc(F)cc2)c(=O)c2sccc21)c1ccccc1 | 1.0 | 2.8 | 0.8 | -4.0 | 1.3 | -6.5 | 2.2 | 3.6 | 104.4
O=C(Nc1ccccc1N1CCN(C(=O)c2ccc(Cl)cc2)CC1)c1cccc([N+](=O)[O-])c1 | 10.3 | -1.6 | 19.7 | -0.5 | 14.6 | -9.7 | -8.2 | 0.8 | 114.5
Cc1nn(CC(=O)Nc2ccc(Cl)cc2)c(=O)c2cc(-c3ccccc3)nn12 | -1.2 | 0.1 | 12.7 | -0.7 | 0.4 | 8.7 | 0.0 | -1.8 | 103.7
COCCn1c(=NC(=O)c2cccs2)sc2cc(NC(C)=O)ccc21 | -5.9 | -1.0 | -1.5 | -2.5 | 19.3* | 19.2 | -3.8 | 8.4 | 97.9
CCOc1ccc(/C=C/C(=O)Nc2ccc3[nH]c(=O)[nH]c3c2)cc1 | 7.4 | 0.6 | -0.1 | -0.7 | 9.2 | 11.5 | -5.1 | 9.8 | 94.0
O=C(N1CCCCC1)C1(S(=O)(=O)c2ccccc2)CC=CC1 | 1.0 | -1.4 | 1.0 | 1.1 | -0.4 | 0.2 | 2.1 | -4.2 | 97.9
Cc1nn(-c2cc(C(F)(F)F)ccc2Cl)c2nc(C(F)(F)F)[nH]c(=O)c12 | 9.8 | -1.1 | -6.5 | -2.3 | 0.8 | 6.1 | 3.6 | -3.1 | 103.2
O=C(c1ccc(Cl)c(S(=O)(=O)N2CCc3ccccc3C2)c1)N1CCN(c2ccccc2)CC1 | -1.2 | 0.5 | 22.3 | -0.7 | 11.5 | 10.4 | -2.3 | -10.2 | 94.5
Clc1ccc(C[n+]2cc(-c3ccc(Cl)cc3)n3c2CCC3)cc1 | 9.1 | -0.9 | 2.1 | -1.4 | 0.7 | -2.1 | -0.3 | 0.0 | 110.0
C/C(=N/NC(=O)CNC(=O)c1cccnc1)c1ccccc1 | 2.9 | -3.6 | -9.5 | -5.0 | 5.8 | -6.9 | 3.1 | -23.7 | 100.6
Cc1c(CC(=O)O)c(=O)oc2cc(OCc3nn[nH]n3)ccc12 | 15.8 | -1.5 | -0.2 | 1.8 | -0.1 | -2.3 | -1.3 | 15.8 | 97.9
CCCN(CCC)CC(O)Cn1c2ccccc2c2ccccc21 (centres undefined) | -2.5 | 1.2 | 0.3 | -2.4 | -0.2 | 0.5 | 3.6 | 4.3 | 80.3
C=CCn1c(C(CCCC)CC(O)COCCC)n[nH]c1=S (centres undefined) | -1.3 | 0.1 | -4.0 | 1.0 | 0.9 | 7.2 | 0.8 | 2.3 | 83.7
CN(CC(=O)Nc1ccc(N2CCOCC2)cc1)Cc1c(O)ccc2ccccc12 | -8.4 | -0.1 | -3.6 | -0.7 | -0.5 | 8.7 | -1.2 | 11.6 | 140.9
O=C(NCCc1nccs1)C1CCC(=O)N(CCc2ccc(Cl)cc2)C1 (centres undefined) | 29.3 | -1.1 | 5.6 | -0.3 | 0.1 | -2.1 | 0.2 | -0.2 | 100.9

An excerpt from above, showing only TPT1 inhibitor, EBNA-1 inhibitor and PP1 inh:
| compound | TPT1 inhibitor | EBNA-1 inhibitor | PP1 inh |
| --- | --- | --- | --- |
| Cc1c(CC(=O)O)c(=O)oc2cc(OCc3nn[nH]n3)ccc12 | -1.5 | -2.3 | -0.1 |
| CCCN(CCC)CC(O)Cn1c2ccccc2c2ccccc21 (centres undefined) | 1.2 | 0.5 | -0.2 |
| C=CCn1c(C(CCCC)CC(O)COCCC)n[nH]c1=S (centres undefined) | 0.1 | 7.2 | 0.9 |

The list continues.
SMILES | GASC-1 inh | TPT1 inhibitor | HCV core dimer | PP5 primary | PP1 inh | EBNA-1 inhibitor | CTSL1 counter | ZTA counter | Yeast superoxide
N#CCCN(Cc1ccccc1)C(=S)Nc1ccc(F)cc1 | -27.8 | -0.7 | 1.5 | 1.2 | -4.5 | -10.9 | -1.1 | -1.5 | 115.9
O=C(COC(=O)c1cc[n+]([O-])cc1)Nc1ccc([N+](=O)[O-])cc1Cl | 8.1 | -1.4 | 4.3 | -1.1 | -3.4 | -7.3 | -8.1 | -4.0 | 95.6
CCSc1nc(C)cc(Oc2ccc(=O)n(C)n2)n1 | -1.6 | 1.2 | 2.7 | 4.2 | -4.6 | -3.3 | 1.9 | 8.7 | 75.2
Cc1occc1-c1nnc(SCC(=O)N2CCCC(C)C2)o1 (centres undefined) | nt | nt | nt | 1.5 | 0.3 | nt | nt | 14.1 | 94.2
CCCc1nnc(NC(=O)c2cc3ccccc3oc2=O)s1 | -4.4 | 0.1 | 0.8 | -0.6 | -3.9 | -10.2 | -1.5 | -6.7 | 102.7
COc1cc2c(cc1OC)C(Nc1ccc(S(N)(=O)=O)cc1)=NC(C)(C)C2 | 1.7 | -3.2 | -8.7 | -0.3 | -3.1 | 0.5 | 3.2 | -12.2 | 96.7
Cc1ccsc1C(=O)N1CCCC(C(=O)c2cc(F)ccc2F)C1 (centres undefined) | -4.8 | 0.6 | 4.0 | 0.5 | -5.0 | -11.7 | 0.0 | 2.6 | 92.1
Cc1onc(-c2ccccc2Cl)c1C(=O)N1C=CC(C(F)(F)Cl)=NCC1 | -2.6 | -1.2 | 0.7 | 0.3 | -2.8 | 10.8 | 0.5 | 13.8 | 96.5
CCOc1cc(NC(=O)Nc2ccc(F)cc2)c(OCC)cc1NC(=O)CC | 6.9 | -1.0 | -9.2 | -0.1 | 0.5 | -1.7 | 0.8 | 9.1 | 94.9
CNC(=O)c1ccsc1NC(=O)CCS(=O)(=O)c1ccc(C)cc1 | 0.5 | 2.9 | -4.9 | 3.1 | -2.4 | -7.7 | -1.2 | -3.6 | 121.6
CCOC(=O)c1c(-c2ccc(-c3ccccc3)cc2)csc1NC(=O)CNCCN(C)C | -13.9 | 1.1 | -17.3 | 2.2 | 5.7 | -0.7 | 3.4 | 22.1 | 81.7
O=C(CCNC(=O)c1ccccc1Cl)Nc1nnc(C2CC2)s1 | 5.4 | 5.7 | 1.1 | -0.7 | 1.5 | -8.8 | -4.2 | -3.3 | 95.5
CN(Cc1ccccc1)S(=O)(=O)c1ccc(Cl)c(C(=O)OCC(N)=O)c1 | -1.2 | -1.9 | 0.9 | -1.5 | -2.3 | 6.1 | 5.0 | 12.4 | 95.8
CC(=O)Nc1cccc(-c2nnc(SCc3ccccc3C#N)n2C)c1 | -1.0 | -1.2 | 1.6 | 1.4 | -2.5 | 1.0 | -4.6 | -6.0 | 87.0
Cc1cc([N+](=O)[O-])cc(C)c1OCC(=O)N/N=C/c1ccc(OC(=O)c2ccccc2)cc1 | -1.6 | 1.2 | 29.7 | 1.4 | 5.3 | 0.9 | 2.6 | 22.4 | 106.4
CCc1cccc(C)c1NC(=O)CN(C)Cc1cccc(F)c1 | 20.2 | -1.6 | 2.7 | 0.8 | -0.6 | -0.4 | 3.7 | -5.8 | 105.9
COC(=O)C(C(=O)OC)C(C(=O)OC)C(C(=O)OC)C(=O)OC | -15.2 | 5.5 | -2.8 | 1.2 | -0.1 | 2.8 | 0.6 | 2.6 | 103.9
